# Assay outcomes (PubChem)
# SENP7 inh – SENP7 protease inhibitors, primary screen, biochemical, luminescence, uHTS. recombinant SENP7, Z-RLRGG-aminoluciferin luminescence, 40 min. inhibition, % at 5 µM. actives 1.5% (n = 330,000);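 active = inhibition above about 50% at the single test dose, limit read from the data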;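 note: plate controls were DMSO with enzyme for no effect and no enzyme buffer wells for full effect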
# SENP8 block-1 – SENP8 protease inhibitors, primary screen, biochemical, luminescence; purified SENP8, Z-RLRGG-aminoluciferin cleavage; inhibition, % at 10 µM; actives 1.2% (n = 330,000); AID 2540, 2010; in the data active = inhibition above about 50%
# Target sequence (Q96LD8 whole entry, looked up): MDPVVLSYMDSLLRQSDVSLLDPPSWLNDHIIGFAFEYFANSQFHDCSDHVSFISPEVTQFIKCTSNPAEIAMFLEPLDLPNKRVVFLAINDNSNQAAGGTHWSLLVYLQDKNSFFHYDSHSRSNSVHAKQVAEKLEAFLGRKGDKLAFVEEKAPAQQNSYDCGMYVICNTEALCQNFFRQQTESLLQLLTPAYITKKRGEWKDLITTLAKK
# SENP6 inh – SENP6 protease inhibitors, primary screen, biochemical, luminescence, uHTS; inhibition, % at 10 µM; Sentrin-specific protease 6 (Homo sapiens), Q9GZR1; AID 2599, 2010; Recombinant SENP6 catalytic domain, aminoluciferin luminescence; actives 1.8% (n = 330,000);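 active = inhibition above about 50% at the single tested dose, limit read from the data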;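 note: plate controls were DMSO wells with enzyme for no effect and DMSO wells lacking enzyme for full effect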
# UBC13 polyUb – UBC13 polyubiquitin chain formation inhibitors, primary screen, biochemical, TR-FRET, uHTS. actives 0.47% (n = 330,000). Ubiquitin-conjugating enzyme E2 N (Homo sapiens), P61088. inhibition, % at 20 µM; in the data active = inhibition above about 45%, passing the limit was not always enough
# Target sequence (P61088 whole entry, looked up): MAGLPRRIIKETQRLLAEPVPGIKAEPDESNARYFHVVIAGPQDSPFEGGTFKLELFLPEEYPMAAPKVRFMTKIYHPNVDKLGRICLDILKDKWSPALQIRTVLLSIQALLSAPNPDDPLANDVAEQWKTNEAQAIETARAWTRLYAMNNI
# APOBEC3G inh – APOBEC3G DNA deaminase inhibitors, primary screen, biochemical, fluorescence, single-stranded DNA substrate, uHTS; actives 0.28% (n = 330,000); inhibition, % at 20 µM; recombinant A3G, ssDNA deamination FAM/TAMRA fluorescence; DNA dC->dU-editing enzyme APOBEC-3G (Homo sapiens), Q9HC16;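 active = inhibition of at least 40% at 20 µM, with no more than 30% in the related APOBEC3A deaminase screen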;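 note: plate controls were DMSO wells with A3G for no effect and wells lacking A3G enzyme for full effect; some compounds called inactive have numbers as strong as hits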
# Target sequence (Q9HC16 whole entry, looked up): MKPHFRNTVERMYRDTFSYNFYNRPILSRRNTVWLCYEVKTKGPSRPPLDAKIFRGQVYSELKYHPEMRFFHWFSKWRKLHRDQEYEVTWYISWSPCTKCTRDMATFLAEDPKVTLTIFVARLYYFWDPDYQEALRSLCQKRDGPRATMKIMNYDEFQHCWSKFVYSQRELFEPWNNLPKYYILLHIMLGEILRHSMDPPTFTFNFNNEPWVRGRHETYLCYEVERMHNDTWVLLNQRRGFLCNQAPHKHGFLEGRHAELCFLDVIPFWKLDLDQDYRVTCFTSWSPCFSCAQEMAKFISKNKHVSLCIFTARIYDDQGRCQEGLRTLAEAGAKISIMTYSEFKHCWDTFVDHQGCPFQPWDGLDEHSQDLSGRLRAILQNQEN
# SENP8 block-2 – human SENP8 protease inhibitors, primary screen, biochemical, fluorescence, Nedd8 protein substrate, uHTS. actives 0.64% (n = 360,000). recombinant SENP8. AID 602440, 2012. inhibition, % at 20 µM; in the data active = inhibition mostly above about 40%, no sharp cut-off; inactive = mostly below about 27%
# SENP1 inh – human SENP1 catalytic domain inhibitors, primary screen, biochemical, FRET, uHTS | recombinant SENP1 catalytic domain, CyPet-SUMO1-YPet FRET cleavage | actives 0.21% (n = 360,000) | inhibition, % at 10 µM | AID 624204, 2012;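 active = inhibition at least 30% at 10 µM, raw YFP signal under a set limit, fluorescence ratio 0.5 to 1.5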;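 note: 0% = enzyme with DMSO and 100% = no enzyme wells; some results filed as inactive read as strong as hits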
# Target sequence (Q9P0U3 419-644 limits assumed): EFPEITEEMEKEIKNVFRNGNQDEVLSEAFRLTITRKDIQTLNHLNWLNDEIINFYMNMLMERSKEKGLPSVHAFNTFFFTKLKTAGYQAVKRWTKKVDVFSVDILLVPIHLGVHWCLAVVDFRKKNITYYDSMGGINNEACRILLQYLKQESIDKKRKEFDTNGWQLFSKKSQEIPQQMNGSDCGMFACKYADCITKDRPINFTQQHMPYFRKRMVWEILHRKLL
#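 Compound: 10 µM single point, 0.5% DMSO; Test system: hSENP1 catalytic domain, recombinant; Timing: 50 min reaction at room temperature; Technique: FRET, CFP and YFP emission; Control set: no-enzyme wells low, DMSO-plus-enzyme wells high control.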
# Apaf1 inhib – inhibitors of human Apaf-1 apoptosome, primary screen, biochemical, DEVD-Rh110 fluorescence, uHTS | actives 0.71% (n = 330,000) | reconstituted apoptosome caspase-3 activity | Apoptotic protease-activating factor 1 (Homo sapiens), O14727 | inhibition, % at 20 µM; active = inhibition of at least 40% at 20 µM;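 note: plate controls were DMSO wells for no effect and DEVD-CHO caspase inhibitor wells for full effect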
#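 Material: reconstituted apoptosome with Apaf-1, cytochrome c, caspase-9, procaspase-3, dATP. Technique: Rh110 fluorescence intensity. Buffer or medium: pH 7.5 Hepes buffer with CHAPS, BSA, DTT. Times: 30 min plus 50 min, RT.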
# * = called active by the depositor; . = no result given. Random draw from the library; overall some 3.6% were active at least once.
SMILES,SENP7 inh,SENP8 block-1,SENP6 inh,UBC13 polyUb,APOBEC3G inh,SENP8 block-2,SENP1 inh,Apaf1 inhib
CC(NC(=O)NC1CCCCC1)C(c1cccs1)N1CCN(Cc2ccccc2)CC1 (stereo unspecified),-0.3,-2.0,-1.7,7.0,-0.4,10.9,2.5,7.8
COc1ccccc1CC(NC(C)=O)C(=O)NC1CCN(C(=O)Nc2cccc(F)c2)CC1 (stereo unspecified),3.3,7.7,-3.9,9.9,-7.1,4.4,0.4,-12.6
O=C(NCCCn1ccnc1)C(=O)c1cn(CC(=O)N2CCCCCC2)c2ccccc12,-3.0,-0.7,-11.1,15.6,-5.8,9.9,0.4,-10.3
Cc1noc(C)c1NC(=O)Nc1cccc2c1O[C@H](CN(C)S(=O)(=O)c1cccs1)[C@@H](C)CN([C@H](C)CO)C2=O,4.9,-4.9,-9.1,-12.4,0.3,8.5,1.8,9.8
O=C(CN1CCN(c2ccccn2)CC1)Nc1ccc([N+](=O)[O-])cc1C(=O)Nc1ccccc1F,-5.9,-12.7,-0.5,-4.6,-2.3,17.4,-5.0,18.2
COc1cc(S(=O)(=O)N2CCCC2)c(C)cc1C,-4.2,-1.5,-1.1,0.2,-7.6,-8.0,5.2,8.2
COc1ccc(OC)c(NC(=O)c2ccc3c(c2)CCN3S(C)(=O)=O)c1,-0.6,3.1,-1.7,2.9,-5.7,3.0,2.4,4.4
O=C(NCCO)c1ccc2c(c1)S(=O)(=O)c1ccccc1C2=O,6.6,-4.0,-2.7,-0.7,13.1,16.4,-1.4,6.8
O=C(Nc1ccc(S(=O)(=O)N2CCCC2)cc1)c1ccc2c(=O)n3c(nc2c1)CCCCC3,-2.4,-2.0,10.3,2.0,1.3,4.4,-2.2,18.6
c1ccc(-n2cnnc2SCc2cn3ccsc3n2)cc1,1.8,3.7,-27.7,-4.4,-4.1,27.0,1.9,8.7
COc1ccc(Br)cc1/C=N/NC(=O)CN1CCCCC1,-18.0,-8.7,-10.3,-6.4,-6.7,4.2,1.9,10.4
O=C(c1cc(S(=O)(=O)N2CCOCC2)ccc1Cl)N1CCOCC1,-2.9,-3.4,-8.6,6.5,-6.2,8.2,-1.1,-1.8
CCCS(=O)(=O)Nc1ccc(-c2cn3c(n2)SCC3)cc1,-9.4,-5.4,-6.7,-2.3,-1.1,-28.4,-3.9,3.1
O=C(COC(=O)CNC(=O)C1CCCCC1)Nc1ccc2c(c1)OCCO2,-10.8,-8.8,-28.3,-8.6,-7.8,-1.0,0.9,7.5
CCOC(=O)/C=C1\SCC(=O)N1CC(=O)Nc1cc(S(=O)(=O)N(C)C)ccc1C,-1.8,-0.9,-3.7,1.5,1.0,16.9,2.5,0.4
CCn1c(SCC(=O)Nc2ccc3c(c2)OCCO3)nnc1-c1cccs1,7.6,1.0,-9.1,2.6,0.4,5.5,0.7,-0.8
COC(=O)c1ccc(CN2CCCC(C(=O)c3ccccc3OC)C2)cc1 (stereo unspecified),0.7,-0.9,5.3,-5.6,20.9,3.6,1.0,1.4
Cc1cc(NC(=O)NCC(F)(F)F)no1,-13.1,-8.9,-18.4,-0.7,3.1,14.2,0.6,-6.0
O=C(Cn1cnc2c(nnn2Cc2ccc(Cl)cc2)c1=O)N1CCN(c2ccccc2)CC1,-0.1,7.2,-4.4,11.0,-1.7,6.7,1.4,0.6
CC(=O)Nc1nccc(-c2cc(-c3ccccc3)no2)n1,7.7,11.6,1.6,2.2,3.5,.,.,-7.3

# An excerpt of these results, with values under each structure:
# Values in the order – SENP7 inh, SENP8 block-1, SENP6 inh, UBC13 polyUb, APOBEC3G inh, SENP8 block-2, SENP1 inh, Apaf1 inhib
> Cc1noc(C)c1NC(=O)Nc1cccc2c1O[C@H](CN(C)S(=O)(=O)c1cccs1)[C@@H](C)CN([C@H](C)CO)C2=O
  4.9, -4.9, -9.1, -12.4, 0.3, 8.5, 1.8, 9.8
> O=C(CN1CCN(c2ccccn2)CC1)Nc1ccc([N+](=O)[O-])cc1C(=O)Nc1ccccc1F
  -5.9, -12.7, -0.5, -4.6, -2.3, 17.4, -5.0, 18.2
> COc1cc(S(=O)(=O)N2CCCC2)c(C)cc1C
  -4.2, -1.5, -1.1, 0.2, -7.6, -8.0, 5.2, 8.2
> COc1ccc(OC)c(NC(=O)c2ccc3c(c2)CCN3S(C)(=O)=O)c1
  -0.6, 3.1, -1.7, 2.9, -5.7, 3.0, 2.4, 4.4
> O=C(NCCO)c1ccc2c(c1)S(=O)(=O)c1ccccc1C2=O
  6.6, -4.0, -2.7, -0.7, 13.1, 16.4, -1.4, 6.8
> O=C(Nc1ccc(S(=O)(=O)N2CCCC2)cc1)c1ccc2c(=O)n3c(nc2c1)CCCCC3
  -2.4, -2.0, 10.3, 2.0, 1.3, 4.4, -2.2, 18.6
> c1ccc(-n2cnnc2SCc2cn3ccsc3n2)cc1
  1.8, 3.7, -27.7, -4.4, -4.1, 27.0, 1.9, 8.7

# Following part
SMILES,SENP7 inh,SENP8 block-1,SENP6 inh,UBC13 polyUb,APOBEC3G inh,SENP8 block-2,SENP1 inh,Apaf1 inhib
COc1ccc(NC(=O)CCc2c(C)nc3nc(CNC(=O)c4cccc(F)c4)nn3c2C)cc1OC,5.6,5.9,-1.6,-9.1,6.7,8.3,-1.0,9.2
O=C(CCc1ccncc1)N1CCCC(Nc2ccc(F)cc2)C1 (stereo unspecified),4.6,2.6,12.5,-4.1,-3.6,6.6,-0.6,1.1
Cc1ccc(CC2S/C(=N/c3ccccn3)NC2=O)cc1 (stereo unspecified),-2.2,2.4,12.9,4.6,-1.9,11.3,0.9,2.7
CCOc1ccccc1NC(=S)N1CCN(c2ccccc2F)CC1,-8.9,0.3,17.5,-4.1,-3.4,17.5,3.3,9.3
COc1cc(C=O)c(Br)cc1OCC(=O)NCCc1ccccc1,3.5,4.5,4.2,26.2,0.7,4.9,-1.3,11.3
Cn1c(SCC(=O)N2CCCC2)nnc1-c1ccc(S(=O)(=O)N2CCCC2)cc1,2.5,-6.1,2.8,-4.3,-9.0,2.5,1.3,-7.3
OCCN1CCN(c2ncnc3c2c(-c2ccccc2)cn3-c2ccc(F)cc2)CC1,6.2,4.4,5.6,9.0,-7.2,-23.8,-1.6,-6.1
O=c1c(S(=O)(=O)c2ccc(Cl)cc2)cn(Cc2cccc(F)c2)c2ccc(F)cc12,-5.6,-13.4,-13.2,-3.7,-12.0,19.8,1.0,6.0
COc1ccc(CN(C)C(=O)Cn2ccc(N)nc2=O)cc1OC,1.6,7.7,11.7,-10.7,-4.6,16.5,-0.8,-9.3
Cc1ccc(-c2c(C)c(-c3ccc(F)cc3)nc(N)c2C#N)o1,-9.3,-4.7,5.1,10.2,-1.7,-493.2,-26.4,18.5
Cc1ccccc1NC(=O)N1CCN(C(=O)c2ccco2)CC1,1.1,-0.9,0.0,2.4,-5.4,10.4,-1.0,-13.0
CC(C)CC(=O)NC(NC(=S)Nc1cccc2cccnc12)C(Cl)(Cl)Cl (stereo unspecified),11.8,-2.6,-2.6,-5.3,0.2,20.1,0.3,19.0
COc1ccc(CN(C)C(=O)c2cc(S(=O)(=O)N3CCCCCC3)ccc2OC)cc1OC,-4.8,-5.0,14.7,2.3,-3.8,14.5,-2.0,32.7
COc1ccc(S(=O)(=O)N2CCN(CC(=O)N3c4ccccc4CC3C)CC2)cc1OC (stereo unspecified),1.5,14.1,-6.8,3.9,1.4,3.2,-2.8,13.3
CCN(CC)S(=O)(=O)c1ccc(C(=O)NCCCn2ccnc2)cc1,3.8,-6.4,-16.6,-4.0,-11.2,2.6,0.8,-5.4
C=CC[C@H](CC(=O)NCCO)C(=O)N[C@@H](COC(=O)[C@@H](CC=C)CC(=O)OC(C)(C)C)Cc1c[nH]c2ccccc12,8.3,2.2,-23.6,12.5,-11.3,21.6,3.1,7.4
Cc1cc(NC(=O)CSc2ncn(-c3ccccc3)n2)no1,13.2,-8.1,-4.2,-8.1,-2.9,5.2,0.4,-3.7
CN(C)c1ccc(/C=C2\CCCCC2=O)cc1,63.2*,48.0,61.6*,1.3,-8.9,-24.1,-79.2,0.1
N=c1ccn2c(n1)OC1C(O)C(CO)OC12 (stereo unspecified),-7.1,-6.9,-27.1,-1.8,-2.4,17.1,2.3,7.7
O=C(Cc1ccccc1)N/N=C/c1ccccc1OCc1ccc(Cl)cc1,-3.6,-8.3,-8.2,-16.0,-2.1,28.7,1.3,21.1
O=C(CSc1ncnc2c1oc1ccccc12)NCC1CCCO1 (stereo unspecified),5.0,0.1,5.7,2.2,-0.7,6.3,0.5,0.5
CNC(=O)CCc1nc(-c2ccc(C(C)(C)C)cc2)no1,-2.2,-8.9,-1.3,0.1,-4.8,7.1,4.0,-2.5
O=C(O)C(Cc1c[nH]c2ccccc12)NS(=O)(=O)c1ccc(Cl)c(C(F)(F)F)c1 (stereo unspecified),-9.7,-8.9,-3.2,-9.9,-4.6,7.7,0.2,-4.0
CC(=O)Nc1ccc(N/C=C/C(=O)c2ccco2)cc1,-0.6,1.6,11.5,-12.3,-8.0,-51.0,-17.6,5.1
O=C(O)Cn1cnc2ccccc2c1=O,-1.5,2.2,-13.2,7.7,-4.9,13.7,2.4,-18.7
CCCCCOc1ccc(C(O)C(CN2CCOCC2)c2ccccc2)cc1 (stereo unspecified),6.1,5.8,-1.3,-5.4,0.1,7.8,2.3,16.6
Cc1ccc(-n2nc(C(=O)O)c(O)cc2=O)cc1,12.4,9.6,23.1,1.0,-2.4,5.3,2.2,-1.7
O=C(COC(=O)c1cccc(OC(F)F)c1)NC(=O)NC1CCCCC1,5.5,-3.2,-4.6,0.2,5.3,5.8,2.0,21.9
Cn1cnc([N+](=O)[O-])c1Sc1ncnc2nc[nH]c12,0.4,-0.2,2.0,3.4,-8.0,28.6,-2.3,-9.2
N#CCN1C(=S)N=C(Nc2cccc(Cl)c2)C12CCCCC2,-11.1,-5.1,-4.8,-3.6,-6.4,21.1,2.2,11.6
Cc1cccc2nc(CSc3nncn3-c3ccccc3)cn12,3.4,0.5,-8.5,3.5,-5.1,23.5,1.6,-7.4
CCCCCCCC(=O)Nc1cc(C(=O)NCCC)ccc1N1CCC2(CC1)CC(c1ccccc1)=NO2,-2.5,-1.5,1.3,-39.5,2.5,11.1,1.8,20.5
Cc1cc(=O)[nH]c(N/N=C/c2c(O)n(-c3ccccc3)c(=O)c3ccccc23)n1,6.0,5.6,1.4,30.0,-1.8,-133.2,-25.1,1.2
CC(C)Cc1ccccc1O,-11.7,-11.3,-4.6,-1.1,-10.6,.,.,7.7
CCC(=O)N1CCc2cc(S(=O)(=O)N(C)c3ccc(OC)cc3OC)ccc21,-5.7,-9.3,-28.8,5.9,-0.5,13.1,3.1,-5.6
O=C(NCc1ccco1)C(=O)NCC1OCCN1S(=O)(=O)c1ccccc1 (stereo unspecified),14.1,-13.9,0.4,-0.2,0.4,9.7,-6.5,3.9
O=C(CN1C(=O)c2ccccc2C1=O)OCC(=O)N1CCN(c2ccccc2)CC1,-2.1,8.7,-9.9,-0.4,-4.5,7.0,4.3,-2.5
Cc1cc(C)c(C)c(S(=O)(=O)NC(C(=O)NCCc2ccco2)C(C)C)c1C (stereo unspecified),-11.8,-4.9,-1.7,-17.4,4.7,10.3,-2.1,6.5
N#CCSc1ccccc1NC(=O)COc1ccc(-c2nnco2)cc1,7.9,-4.1,-1.1,3.7,-8.2,-14.9,34.3*,-9.5
O=C(OCC(=O)N1CCCc2ccccc21)c1cccnc1Cl,5.3,-6.3,-9.3,5.9,0.8,10.4,0.2,6.3
